Screening data: PubChem, several laboratories
HIF act = HIF pathway transcriptional activation. U2OS HRE-luciferase reporter, luminescence; normalized: DMSO 0%, desferrioxamine 100%. activation, % at 7.5 µM (by protocol). 300,000 compounds, 0.32% hits;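 active = mean activation of at least 10% of the iron chelator positive control signal, with at least half of replicates also reaching 10%; inconclusive = mean and replicate majority disagree about reaching 10%; inactive = mean and most replicates under 10%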
aSyn 5UTR inh = MLPCN primary screen, SNCA 5' untranslated region | inhibition, % (tested at 7.5 µM) | AID 1813 | alpha-synuclein 5'UTR reporter, inhibitor activity | 300,000 compounds, 0.82% hits; in the data active = inhibition above about 60%; inconclusive = no clear call, values can overlap the other calls;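 note: H4 neuroglioblastoma cells stably carrying SNCA 5'UTR luciferase fusion; 0% = DMSO wells and 100% = positive control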
HSP90 inh = HSP90 refolding inhibition in rabbit reticulocyte lysate. luciferase refolding luminescence, 3 h. inhibition, % at 5.6 µM. 290,000 compounds, 0.91% hits;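 active = inhibition above the screen-wide mean plus 3 SD, computed separately per campaign, cut at about 16% in these data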;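 note: 0% = DMSO wells and 100% = 60 µM geldanamycin wells; inhibitors lower the luminescence because luciferase stays unfolded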
HSF1 inhib = HSF1 inhibition; NIH3T3-HGL HSE-luciferase, MG132-induced, luminescence 8 h; hits give low values; activity change, negative = inhibition, % at 7.5 µM (by protocol); 300,000 compounds, 0.77% hits;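 active = more than half of replicate wells show activity change below -50%, luminescence cut by over half; inconclusive = some wells, but at most half, below -50%; inactive = no replicate well below -50%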;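 note: luciferase reports HSF-1 transcriptional activity via heat shock element; 0% = median of DMSO wells and -100% = zero luminescence signal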
HDAC3 inhib = inhibitors of human histone deacetylase 3; O15379; recombinant HDAC3, fluorogenic peptide/trypsin coupled, fluorescence; inhibition, % at 8.3 µM; 320,000 compounds, 0.15% hits; AID 2718; in the data active = inhibition above about 26%, passing the limit was not always enough; inconclusive = no clear call, values can overlap the other calls
Target sequence (O15379 whole entry, looked up): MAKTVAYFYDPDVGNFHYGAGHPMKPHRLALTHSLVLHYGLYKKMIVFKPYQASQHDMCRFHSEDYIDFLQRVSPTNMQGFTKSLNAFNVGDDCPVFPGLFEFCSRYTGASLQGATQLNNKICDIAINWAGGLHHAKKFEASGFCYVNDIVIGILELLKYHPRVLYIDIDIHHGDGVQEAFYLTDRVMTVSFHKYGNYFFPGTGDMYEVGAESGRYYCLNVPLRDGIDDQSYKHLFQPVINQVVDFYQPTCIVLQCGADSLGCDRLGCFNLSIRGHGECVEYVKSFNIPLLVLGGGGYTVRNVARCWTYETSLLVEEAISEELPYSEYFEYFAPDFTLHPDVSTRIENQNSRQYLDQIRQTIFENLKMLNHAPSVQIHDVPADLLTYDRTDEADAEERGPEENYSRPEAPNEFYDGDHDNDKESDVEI
KLF5 inhibitor = kruppel-like factor 5 inhibition. DLD-1 KLF5 promoter-luciferase reporter, luminescence. inhibition, % at 5 µM. 290,000 compounds, 0.23% hits;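 active = inhibition above a per-plate limit of that plate's mean compound inhibition plus 3 SD, cut at about 60% in these data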;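 note: 0% = DMSO wells and 100% = LY294002 at 200 µM; higher means less KLF5 promoter-driven luciferase light; inactives centre near -14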
IEC-6 tox = kills IEC-6 intestinal cells in KLF5 counter-screen. IEC-6 cytotoxicity, luminescence viability. inhibition, % at 5 µM. 290,000 compounds, 0.78% hits; in the data active = inhibition above about 22%;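 note: 0% = plate median of test compound wells and 100% = cytotoxic reference compound wells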
AI-2 QS modul = modulators of Vibrio harveyi AI-2 quorum sensing system; Vibrio harveyi JMH597 AI-2 luminescence/OD600 ratio, 9 h; hits give low values; strain lacks LuxN and CqsS sensors; 0 = neutral-control median; activity change, % at 7.5 µM; 300,000 compounds, 0.4% hits; AID 2094; in the data active = activity change below about -75%, passing the limit was not always enough; inconclusive = no clear call, values can overlap the other calls;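 note: luminescence divided by OD600 gain over 9 h not by final OD600 alone; inactives centre near 13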
Platelet DG rel = modulates dense granule release in human platelets; human platelet-rich plasma, SFLLRN dense granule ATP release, luminescence; inhibition, %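 (compounds screened at 7.5 µM in platelet-rich plasma)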; 300,000 compounds, 0.22% hits; AID 1663;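 active = mean replicate score, as percent of positive control, at or above 50; inconclusive = mean below 50 but at least one replicate at or above 50; inactive = mean and every replicate below 50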
HSF1 activator = increases HSF-1 driven luciferase reporter signal | NIH3T3-HGL HSF-1 luciferase reporter, MG132, 8 h; 100% = twice DMSO control signal | activation, % at 9 µM | 300,000 compounds, 1.7% hits | AID 504408;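 active = mean replicate activation of at least 50% with a set share of replicates each reaching 50%; inconclusive = only one of those two conditions met; inactive = mean below 50% and too few replicates reaching it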;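 note: 0% = median of the neutral control wells and 100% = twice that signal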
* marks the source's active call; other numbers are inactive results; ? = inconclusive; · = no result given.

mol	HIF act	aSyn 5UTR inh	HSP90 inh	HSF1 inhib	HDAC3 inhib	KLF5 inhibitor	IEC-6 tox	AI-2 QS modul	Platelet DG rel	HSF1 activator
N#C/C=C(/N)N1CCN(c2ccc(Cl)c(Cl)c2)CC1	-0.3	4	1	-3	-5	3	-1	24	3	-16
Cc1ccc(N(C(=O)c2csnn2)C(C(=O)NC2CCCC2)c2ccncc2)c(C)c1 (centres undefined)	-0.1	0	-2	43	-1	1	-3	24	-7	61*
CC(=O)Nc1ccc(S(=O)(=O)N(CC(=O)Nc2cc(C)on2)Cc2ccc(F)cc2)cc1	-0.5	5	1	6	9	21	2	17	-10	-11
COc1ccc(CNC(=O)c2cc(=O)c3cc(C)c(C)cc3o2)cc1	0.4	3	6	-1	5	-15	11	11	12	4
O=C(N/N=C/c1ccncc1)c1sc2ccccc2c1Cl	-0.4	-17	-1	12	3	-2	-2	12	0	31
CC(NC(=O)c1ccc(F)cc1Cl)C1CC2CCC1C2 (centres undefined)	0.0	-22	-4	-1	-5	-40	-1	22	-4	4
COc1cc(C(c2nnnn2C(C)(C)C)N2CCN(c3nc4ccccc4s3)CC2)ccc1O (centres undefined)	0.4	-33	1	8	1	2	-1	-2	1	28
CN(C)C(=O)CN1C(=O)NC2(CCCc3ccccc32)C1=O (centres undefined)	0.4	11	2	-5	0	2	1	-3	-3	30
C/C(Cl)=C/Cn1c(SCCN2CCOCC2)nc2c1c(=O)[nH]c(=O)n2C	-0.2	8	0	1	0	-14	4	-4	-4	3
O=[N+]([O-])c1ccc(CN2CCN(c3ncccn3)CC2)cc1	0.3	-12	2	-3	2	-35	-8	·	0	3

Looked up above.
HSF1 inhib result of `CN(C)C(=O)CN1C(=O)NC2(CCCc3ccccc32)C1=O` (centres undefined) reads -5
AI-2 QS modul result of `CC(=O)Nc1ccc(S(=O)(=O)N(CC(=O)Nc2cc(C)on2)Cc2ccc(F)cc2)cc1` reads 17
aSyn 5UTR inh result of `N#C/C=C(/N)N1CCN(c2ccc(Cl)c(Cl)c2)CC1` reads 4
IEC-6 tox result of `O=C(N/N=C/c1ccncc1)c1sc2ccccc2c1Cl` reads -2
IEC-6 tox result of `COc1ccc(CNC(=O)c2cc(=O)c3cc(C)c(C)cc3o2)cc1` reads 11
HDAC3 inhib result of `O=[N+]([O-])c1ccc(CN2CCN(c3ncccn3)CC2)cc1` reads 2

(further entries)
mol	HIF act	aSyn 5UTR inh	HSP90 inh	HSF1 inhib	HDAC3 inhib	KLF5 inhibitor	IEC-6 tox	AI-2 QS modul	Platelet DG rel	HSF1 activator
COc1ccccc1CCC(=O)Nc1cccc(S(=O)(=O)N2CCCC2)c1	0.0	9	0	-1	-1	-4	4	27	-18	0
CCc1cccc(NC(=S)Nc2cccc3ccccc23)c1	3.7	-30	7	3	0	-48	29*	-6	42	-8
COc1ccc(C(=O)N2CCN(Cc3ccc4c(c3)OCO4)CC2)cc1[N+](=O)[O-]	0.0	?	0	-3	-2	18	0	27	-8	5
COc1ccc(C(=O)OCC(=O)Nc2ccc([N+](=O)[O-])cc2OC)c(O)c1	0.1	10	2	7	-4	4	-1	-9	6	-3
CCC(C)(C)NC(=O)C(NS(=O)(=O)c1cccs1)c1ccccc1 (centres undefined)	0.1	-15	4	4	0	5	0	3	-9	-3
O=C(Nn1c(Cc2ccccc2)nc2ccccc2c1=O)c1c(O)c2cccc3c2n(c1=O)CCC3	-0.6	-4	-4	6	0	14	5	16	14	30
Cc1ccc(NS(=O)(=O)c2c(C)[nH]c(C)c2C(=O)N2CCCCC2)cc1Cl	0.2	43	1	-7	0	-16	1	-3	-11	1
CC(C)[C@H](NC(N)=O)C(=O)Nc1ccc2c(c1)CCC2	0.4	-9	-5	-4	0	-27	6	24	·	-5
CC1(C)CC(=O)C2=C(C1)N(c1ncn[nH]1)C(N)=C(C#N)C2c1ccccc1 (centres undefined)	-0.7	3	-6	2	2	-5	-4	12	-5	-7
COc1cc([N+](=O)[O-])ccc1NC(=S)N1CCOCC1	-0.1	-2	0	-4	6	-13	-4	17	-4	-8

(list continues)
mol	HIF act	aSyn 5UTR inh	HSP90 inh	HSF1 inhib	HDAC3 inhib	KLF5 inhibitor	IEC-6 tox	AI-2 QS modul	Platelet DG rel	HSF1 activator
CCOC(=O)c1ccccc1NC(=O)CSc1nnnn1C	-0.7	1	-2	3	-9	-21	-3	14	1	-5
N#C/C(C(N)=O)=C1/SC(Cc2ccc(F)cc2)C(=O)N1c1ccccc1 (centres undefined)	-0.1	4	-3	14	-6	-1	-3	25	-4	32
O=C(NCCCc1ccccc1)c1cnc2n(c1=O)CCS2	2.3	-125	-5	14	2	-47	-2	6	2	27
Cc1cc(C)cc(N2C(=O)CC(N3CCOCC3)C2=O)c1 (centres undefined)	-0.1	31	0	-30	-2	-26	-1	21	-2	-41
O=C(CN1C(=O)NC2(CCCCCCC2)C1=O)N1CCN(C(=O)c2ccco2)CC1	0.0	-3	0	-8	-1	16	-10	16	7	-7
CCOc1cc(N2CCOCC2)c(OCC)cc1NC(=O)c1ccc(-n2ccnc2)c([N+](=O)[O-])c1	-0.2	17	-1	-1	0	-7	3	13	-14	-19
Fc1ccc(N2CCN(c3ncnc4nc[nH]c34)CC2)cc1	0.4	3	1	0	-1	-13	3	8	1	7
COc1cccc2[nH]c(C(=O)NCc3ccccc3)cc12	0.5	-7	-8	-5	-30	-35	-2	4	3	-1
Cc1ccc(OCC(=O)Nc2cccc(S(=O)(=O)N3CCCCCC3)c2)cc1C	0.1	1	·	-2	-3	·	·	44	1	11
Cc1ccc(NC(=O)/C(=C/c2cccc([N+](=O)[O-])c2)NC(=O)C2CCCCC2)c(C)c1	-0.1	-3	-3	-9	-3	7	2	24	0	-14

Next part
mol	HIF act	aSyn 5UTR inh	HSP90 inh	HSF1 inhib	HDAC3 inhib	KLF5 inhibitor	IEC-6 tox	AI-2 QS modul	Platelet DG rel	HSF1 activator
Cc1cc(O)cc(O)c1-c1onc(C(F)(F)F)c1-c1cscn1	0.4	-78	2	-1	-1	-39	1	4	4	-5
CCOC(=O)c1c(C)[nH]c(C(=O)N2CCN(CC)CC2)c1C	0.1	1	-2	-3	1	2	8	21	-4	7
COc1ccccc1/C=C/C(=O)Nc1ccc(N2CCOCC2)cc1	0.3	-20	-1	0	3	-14	-6	·	2	6
O=C(CCC1CC(=O)Nc2ccccc21)NCc1cccnc1 (centres undefined)	0.0	10	4	-5	-6	-1	1	22	-9	-3
CC1(C)Cc2nc3sc4c(SCC(=O)O)ncnc4c3cc2CO1	·	47	19*	·	11	27	-3	23	-1	·
Cc1ccc(NS(=O)(=O)c2ccc3c(c2)n(C)c(=O)n3C)cc1C	0.1	4	1	8	1	-4	5	-7	-1	18
CC1CN(Cc2ccccc2)c2ccccc2NC1=S (centres undefined)	-0.9	5	-2	6	2	-16	-1	18	10	2
COc1ccc(-c2cc(-c3cccs3)nc(OC)c2C#N)cc1OC	0.0	-12	1	-1	-48	-9	2	-11	-4	-3
COC(=O)c1cc(NC(=O)c2cccc(F)c2)cc(C(=O)OC)c1	0.0	12	-5	-2	-2	-20	0	-2	12	8
CC1(C)Cc2c(sc(NC(=O)C(=O)NCC3CCCO3)c2C(N)=O)CO1 (centres undefined)	-0.1	3	5	-5	3	2	4	6	4	-19

Continuation:
mol	HIF act	aSyn 5UTR inh	HSP90 inh	HSF1 inhib	HDAC3 inhib	KLF5 inhibitor	IEC-6 tox	AI-2 QS modul	Platelet DG rel	HSF1 activator
CN(C)c1ccc(-c2nc3ccccn3c2/N=C/c2ccc(Br)cc2)cc1	-0.4	18	18*	0	2	-89	-2	26	12	24
COC(=O)CN1C(=O)C(C)(C)Oc2ccc(C(=O)NC3CCCC3)cc21	-0.2	-14	-4	-2	-2	-3	-6	11	8	-2
Cc1ccc(NC(=O)CCn2nnc3ccccc32)c(C)c1	1.4	-34	-3	6	-5	-15	-1	7	3	14
CCOc1ccccc1N(CC(=O)NC(C)(C)C)C(=O)Cn1nnc(-c2ccc(C)o2)n1	-0.3	-15	3	-4	-3	-3	-3	17	1	-12
Cc1nc2ncnn2c(Nc2ccc3c(c2)OCO3)c1Cc1ccccc1	-0.2	35	1	-9	3	-25	-2	24	-11	5
CC(C)(C)NC(=O)CSC(=Nc1ccccc1F)NC#N	3.4	-60	-1	1	0	-66	5	27	5	-1
CC(C)NS(=O)(=O)c1ccc(NC(=O)Cc2cccs2)cc1	0.8	-16	-3	0	2	-22	0	18	6	0
CCc1c(C)nc(SCC(N)=O)c(C#N)c1C	0.4	11	-2	-1	-2	11	-2	2	-6	-13
Cc1cccc(C)c1-n1c(SCC(=O)N2CC(=O)Nc3ccccc32)nc2ccccc2c1=O	0.0	24	5	4	2	-12	-2	-6	1	37
COc1cccc(N2CCN(C(=S)Nc3ccc(C)cc3C)CC2)c1	0.7	11	-1	-7	-5	-39	-5	13	2	27

(next part)
mol	HIF act	aSyn 5UTR inh	HSP90 inh	HSF1 inhib	HDAC3 inhib	KLF5 inhibitor	IEC-6 tox	AI-2 QS modul	Platelet DG rel	HSF1 activator
CCc1ccc(NC(=O)C(NS(=O)(=O)c2cccc3nsnc23)c2ccccc2)cc1 (centres undefined)	-0.3	-34	1	12	13	0	-1	9	-10	7
O=C(NCCc1ccccc1)c1nnc(CS(=O)(=O)c2ccccc2)o1	-0.4	-25	1	-2	4	8	-3	27	24	-5
COc1ccc(OC)c(S(=O)(=O)N2CCNCC2)c1	-0.6	15	0	-4	-5	3	-3	27	7	-6
O=C(Cc1ccccc1)c1ccc2c(c1)OCCO2	3.8	-107	-3	26	6	-79	-9	5	23	26
OCCC1CN(Cc2ccc(F)cc2)CCN1CCc1ccccc1 (centres undefined)	1.7	2	3	-6	-2	-63	-1	6	-3	7
COc1cc(/C=C2\SC(=O)N(CC(=O)Nc3ccccc3F)C2=O)cc(Cl)c1O	-0.6	-9	-2	-7	-3	-9	8	14	-7	4
CC(C)(C)OC(=O)N1CCN(c2ccc([N+](=O)[O-])cc2)CC1	-1.1	-11	0	4	6	-1	-2	6	3	-7

Full records as entered above. Order of values: HIF act | aSyn 5UTR inh | HSP90 inh | HSF1 inhib | HDAC3 inhib | KLF5 inhibitor | IEC-6 tox | AI-2 QS modul | Platelet DG rel | HSF1 activator
CCc1ccc(NC(=O)C(NS(=O)(=O)c2cccc3nsnc23)c2ccccc2)cc1 (centres undefined) in the list: -0.3 | -34 | 1 | 12 | 13 | 0 | -1 | 9 | -10 | 7
COc1cc(/C=C2\SC(=O)N(CC(=O)Nc3ccccc3F)C2=O)cc(Cl)c1O in the list: -0.6 | -9 | -2 | -7 | -3 | -9 | 8 | 14 | -7 | 4
COc1ccc(OC)c(S(=O)(=O)N2CCNCC2)c1 in the list: -0.6 | 15 | 0 | -4 | -5 | 3 | -3 | 27 | 7 | -6
O=C(Cc1ccccc1)c1ccc2c(c1)OCCO2 in the list: 3.8 | -107 | -3 | 26 | 6 | -79 | -9 | 5 | 23 | 26
CC(C)(C)OC(=O)N1CCN(c2ccc([N+](=O)[O-])cc2)CC1 in the list: -1.1 | -11 | 0 | 4 | 6 | -1 | -2 | 6 | 3 | -7
